# miR122 inh: inhibitors of miR-122 in Huh7 cells; 0.3% of 340,000 active; AID 602342; activation (reporter increase), % at 12.5 µM; Huh7 miR-122 Renilla luciferase sensor, 48 h; neutral wells = 0, positive control = 100;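 active means mean replicate activation score at least 90 and every replicate individually at or above 90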;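 further: higher luciferase means less miR-122 activity so hits act as miR-122 inhibitors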
# PglD DTNB: inhibitors of Campylobacter jejuni PglD acetyltransferase | purified PglD enzyme, DTNB colorimetric CoA detection | inhibition, % at 12.5 µM | 0.098% of 360,000 active | AID 602405; in the data active means inhibition above about 16%, passing the limit was not always enough; further: strong numbers were not always called active
# Cneo AK release: causes C. neoformans cell lysis; AID 651654; adenylate kinase release luminescence, 4 h; normalised: neutral wells 0, clomiphene wells 100; lysis activity, % at 15 µM; 0.2% of 360,000 active;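 active means mean lysis activity across replicates of at least 80%, whatever share of replicates individually reach that level; inactive means mean lysis activity below 80%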
#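 read-out = cell lysis signal | test system = log-phase Cryptococcus neoformans yeast cells | input = cells at 5 × 10^6 per mL | medium = fresh YPD growth medium | signal = luminescent adenylate kinase detection reagent | timing = 4 h at 37 °C static, read 1 h later | dosing = single dose | controls = Clomiphene as positive lysis control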
# CFTR F508del cor: CFTR F508del correction in bronchial cells; CFBE cells, YFP halide quenching; stimulated with forskolin plus potentiator P3; % fluorescence drop versus neutral controls; activity (quench increase), % at 7.58 µM; 0.36% of 350,000 active; AID 720511;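 active means mean added fluorescence quench of at least 8% versus neutral control, with both replicates also reaching 8%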;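 further: cells transiently co-express mutant CFTR-F508del with the halide-sensitive YFP; corrector assay measuring rescue of mutant channel to the surface after 24 h compound exposure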
# C2C12 statin: suppressors of simvastatin-induced myotoxicity in C2C12 myotubes; rescue of ATP level, % at 7.49 µM; 0.78% of 330,000 active; ATP luminescence, 48 h; scaled: DMSO 0, geranylgeraniol control 100;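 active means mean ATP rescue above about 67%, or every replicate alone reaching that limit, limit read from the data, passing the limit was not always enough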;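 further: myotubes were challenged with 10 µM simvastatin during compound exposure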
# GSIS activator: primary screen for activators of insulin secretion dependent on glucose, INS-1E cells, GLuc reporter luminescence. INS-1E GLuc reporter insulin secretion, 2-3 h. activation, % at 16.6 µM. 0.61% of 370,000 active;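 active means lowest replicate activation of at least 40%, so every replicate reaches that level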;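 further: 0% = median of neutral control wells and 100% = median of IBMX positive control wells; some compounds called inactive have numbers as strong as hits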
# PGC1a acetyl inh: lowers PGC1a acetylation signal in U2OS cells; AlphaScreen anti-acetyl-lysine; with virally co-expressed GCN5 acetyltransferase; inhibition, % at 15.6 µM; 0.17% of 350,000 active; AID 651687;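 active means every replicate shows inhibition of at least 40%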;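 further: 0% = neutral control wells and 100% = positive control wells; some results beyond the cut were filed as inactive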
# FN deposit inh: fibronectin deposition inhibition; AH1F fibroblasts, Alexa488-fibronectin deposition fluorescence, overnight; inhibition, % at 12.6 µM; 0.086% of 350,000 active;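 active means mean inhibition across replicates of 30% or more, regardless of how many single replicates reach that level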;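 further: positive control wells lacked labelled fibronectin entirely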
#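 Schedule: 1 h cell adhesion before compound, then overnight fibronectin incubation; test system: AH1F fibroblast monolayer depositing Alexa488-labelled fibronectin into matrix; quantity: 10000 AH1F cells per well; probe or stimulus: fluorescent fibronectin at 24 nM final; signal: fluorescence, ex 485 nm, em 525 nm; evaluation: percent inhibition as loss of matrix-bound fibronectin fluorescence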
# Active calls of the source: *; / = no result given; [ ] = another dose, or the depositor's remark. The order is random; any-hit rate near 2.1%.
SMILES,miR122 inh,PglD DTNB,Cneo AK release,CFTR F508del cor,C2C12 statin,GSIS activator,PGC1a acetyl inh,FN deposit inh
O=C1C(Cc2ccccc2)NC(=S)N1c1ccccc1 (stereo not given),1,3,2,-1.4,/,-2,3,7
CN1C(=O)S/C(=C/c2cccn2-c2cccc(C(=O)O)c2)C1=O,6,-1,1,0.1,0,4,16,-12
Cc1ccc(S(=O)(=O)N[C@H]2C=C[C@H](CC(=O)NCc3ccncn3)O[C@H]2CO)cc1,/,0,-3,3.8,-1,9,8,/
Cc1cnc(NC(=O)c2sc(Nc3ccccc3)nc2N)o1,-4,-10,-7,2.8,/,-4,-4,-19
COc1ccc(CN2CC(=O)N(c3ccc(Cl)cc3)C2=S)cc1OC,/,3,0,1.0,9,-7,4,-1
O=S(=O)(Nc1ccc(Cl)cn1)c1cccs1,1,0,0,-2.2,-5,3,/,-5
C[C@H](NC(=O)c1ccc(C(C)(C)C)cc1)C(=O)N1CCN(C/C=C/c2ccccc2)CC1,-11,3,14,0.6,5,-48,12,-4
COc1ccc(NC(=S)NC2CCCCC2)cn1,4,-3,9,-3.0,0,7,4,3
C/C=C/C1=CC(=O)C[C@H](c2ccc(F)cc2)C1,-11,-4,2,-1.3,-16,/,-9,7
COC(=O)c1ccccc1OCCOCCOc1cccc2ccc(C)nc12,/,-3,3,-2.5,/,-12,/,-3
C=CCn1c(SCc2c(C(=O)OC)sc(N)c2C(=O)OC)nnc1-c1ccc(Cl)cc1,1,-5,-1,/,10,/,-15,/
CCc1ccc(-c2nc(SCC(=O)N(C)C3CCS(=O)(=O)C3)n[nH]2)cc1 (stereo not given),/,1,-1,-2.8,-8,12,/,-9
COc1ccc(C)cc1S(=O)(=O)N1CCC(C(=O)NC2CCCC2)CC1,2,0,3,-2.2,-3,15,/,/
CCCCCN(C(=O)CCC(=O)OCCOc1ccc(OCC)cc1)c1c(N)n(CCCC)c(=O)[nH]c1=O,-3,/,/,-2.0,10,-24,-13,-7
COC(=O)C(C)Sc1nnc(Cc2cc(=O)[nH]c(=O)[nH]2)n1-c1ccc(Cl)cc1 (stereo not given),6,3,2,2.2,-2,-5,-3,-3

# Some of these compounds in order of SMILES length, highest first:
SMILES,miR122 inh,PglD DTNB,Cneo AK release,CFTR F508del cor,C2C12 statin,GSIS activator,PGC1a acetyl inh,FN deposit inh
CCc1ccc(-c2nc(SCC(=O)N(C)C3CCS(=O)(=O)C3)n[nH]2)cc1 (stereo not given),/,1,-1,-2.8,-8,12,/,-9
CN1C(=O)S/C(=C/c2cccn2-c2cccc(C(=O)O)c2)C1=O,6,-1,1,0.1,0,4,16,-12
COc1ccc(CN2CC(=O)N(c3ccc(Cl)cc3)C2=S)cc1OC,/,3,0,1.0,9,-7,4,-1

# Next part:
SMILES,miR122 inh,PglD DTNB,Cneo AK release,CFTR F508del cor,C2C12 statin,GSIS activator,PGC1a acetyl inh,FN deposit inh
Cc1ccc2[nH]c3c(c2c1)CCc1cn[nH]c1-3,/,-1,-1,/,-17,/,-4,/
CCOc1ccc(C(Nc2ccc(C)cc2)P2(=O)OCCCO2)cc1 (stereo not given),/,-2,-2,/,20,11,/,/
CCN1CC(=O)N2[C@H](CO)[C@H](c3ccc(Br)cc3)[C@@H]2C1,/,/,/,1.1,/,6,8,4
O=C(C[C@@H]1C=C[C@H](NC(=O)CN2CCOCC2)[C@@H](CO)O1)NCCc1ccccc1,/,-4,1,-0.1,-2,8,-1,/
CN(C(=O)c1ccc(NC(=O)Cc2ccc(NC(=O)C3CCCN(S(=O)(=O)c4cccc([N+](=O)[O-])c4)C3)cc2)cc1)C1CCCC1 (stereo not given),/,3,1,-2.4,-8,9,/,-4
Cc1cc(N2CCOCC2)c(F)cc1C(=O)c1ccccc1,1,-1,-1,/,6,/,8,-4
CCc1ccccc1NC(=O)CCN1C(=O)c2ccccc2C1=O,-3,-2,-1,/,133*,/,-4,/
Cc1ccc(S(=O)(=O)n2[nH]c(=O)c(CCO)c2C)cc1,1,0,3,-0.8,/,0,0,-1
CC(C)(C)Cc1c(-c2ccc(Br)cc2)nc2ccc(Cl)cn12,8,3,12,2.8,-4,14,-7,-3
CN(C)S(=O)(=O)c1ccc2nc(NC(=O)c3cccnc3)sc2c1,5,-3,-4,/,/,/,15,-1
C[C@H]1CN([C@@H](C)CO)C(=O)c2cc(NC(=O)CCN3CCOCC3)ccc2O[C@@H]1CN(C)Cc1ccc(C(=O)O)cc1,3[16.7 µM],-1,103*,-3.2,39,31,-1,/
CO[C@@H]1CN(C)C(=O)c2cc(NC(=O)C3CC3)ccc2OC[C@H](C)N(C(=O)c2ccccc2F)C[C@H]1C,/,1,0,1.4,-5,-14,11,-8
COc1ccc(CCN2C(=O)[C@@]3(Cc4ccccc42)c2ccccc2C(=O)N(C2CCCCC2)[C@H]3c2ccc(CO)cc2)cc1,/,-1,-7,-0.3,/,/,7,/
COc1cccc(C(NC(C)=O)c2nc(-c3ccc(F)c(Cl)c3)cs2)c1 (stereo not given),3,1,-1,-1.6,-2,7,/,-4
O=C(Nc1ccccc1N1CCOCC1)c1ccc2ccccc2n1,10,-4,-1,/,-9,8,4,3
CN1CCN(C(=O)/C(=C/c2cccs2)NC(=O)c2ccco2)CC1,-1,/,/,-0.2,/,-1,0,9
O=C(COC(=O)CCNS(=O)(=O)c1ccccc1)Nc1ccc(OC(F)F)cc1,-2,3,-1,1.9,9,-6,-9,12
COc1cccc(NC(=O)CN(C)C(=O)c2ccc(-n3cncn3)c([N+](=O)[O-])c2)c1,3,-2,3,2.1,-10,13,-3,3
CCCOc1ccc(Cc2nc(N)nc(N)n2)cc1,1,-4,3,/,-21,/,0,/
O=C(/C=C/c1ccc([N+](=O)[O-])cc1)OCC(=O)N1c2ccccc2Sc2ccccc21,5,-3,-1,/,/,5,1,16
Clc1ccc(-c2nnc(-c3ccccc3)nc2N2CCSCC2)cc1,2,4,-1,/,-7,/,-81,-7
O=S1(=O)CC(N2CCN(CC3CC3)CC2)CN1CCc1ccccc1 (stereo not given),3,-3,0,1.0,2,-1,-7,1
O=C(NC1CCCCCCC1)c1cccnc1,/,6,-1,1.0,6,4,/,-5
CC(C)(C)OC(=O)NCc1n[nH]c(=S)n1C1CC1,/,-2,2,-2.3,5,/,1,-3
CCOc1ccc(S(=O)(=O)N(CC)CC(=O)NCc2ccccn2)cc1C,-3,10,0,-0.2,-3,16,-4,-1
CN(C)C(=O)N1CCN(c2nc(-c3ccccc3)cs2)CC1,/,4,-4,-7.5,-8,13,/,1
Cc1cccc(NC(=O)Cn2cnc3c(oc4nc5c(cc43)COC(C)(C)C5)c2=O)c1,-14,-4,-1,-1.6,-6,6,14,-3
COCC(=O)Nc1ccc(C(C)C)cc1,-6,1,-1,3.6,5,21,9,/
COc1ccc(NC(=S)N(CCCN2CCC(C)CC2)Cc2cccs2)cc1,-3,2,0,5.1,-12,8,/,2
COc1cccc(/C=N/Nc2ccc(Cl)nn2)c1OC,-9,-6,-11,2.1,/,13,10,5
COc1ccccc1CNC(=O)C(NC(=O)Nc1ccccc1)C(C)C (stereo not given),/,-3,-2,-1.0,42,4,/,0
Cc1nc2ccc(NC(=O)c3ccccc3)cc2c(=O)n1Cc1ccc(F)cc1,3,0,1,-1.3,7,-16,3,-4
CCOCCCNC(=O)c1cc2c(s1)-c1ccccc1SC2,0,-5,-1,-0.6,-27,5,2,-1
COc1cc2c(cc1OC)CN(Cc1cc(=O)n3cc(C)ccc3n1)CC2,4,5,5,/,-2,/,13,9
COc1cc2c(cc1NC(=O)CSc1ccccn1)oc1ccccc12,71,-1,-6,/,-3,/,/,8
O=C(NCC1CCCO1)C1CCN(S(=O)(=O)c2cc(Cl)ccc2Cl)CC1 (stereo not given),2,0,-1,-2.6,-9,3,-7,-6
Cc1nnc2c3ccccc3c(-c3ccccc3)nn12,2,-3,-1,/,23,/,-5,2
Cc1ccc(S(=O)(=O)N(C)C[C@H]2OCCCC[C@@H](C)Oc3ccc(N(C)C)cc3C(=O)N([C@@H](C)CO)C[C@H]2C)cc1,-1[16.7 µM],0,1,0.3,-37,-30,-3,-1
COCCn1c(C)cc(C2=NNC(=Nc3ccccc3)SC2)c1C,-5,6,-2,/,26,/,5,/

# Gathered by group: the compounds so far containing a Cl atom (nine)
SMILES,miR122 inh,PglD DTNB,Cneo AK release,CFTR F508del cor,C2C12 statin,GSIS activator,PGC1a acetyl inh,FN deposit inh
COc1ccc(CN2CC(=O)N(c3ccc(Cl)cc3)C2=S)cc1OC,/,3,0,1.0,9,-7,4,-1
O=S(=O)(Nc1ccc(Cl)cn1)c1cccs1,1,0,0,-2.2,-5,3,/,-5
C=CCn1c(SCc2c(C(=O)OC)sc(N)c2C(=O)OC)nnc1-c1ccc(Cl)cc1,1,-5,-1,/,10,/,-15,/
COC(=O)C(C)Sc1nnc(Cc2cc(=O)[nH]c(=O)[nH]2)n1-c1ccc(Cl)cc1 (stereo not given),6,3,2,2.2,-2,-5,-3,-3
CC(C)(C)Cc1c(-c2ccc(Br)cc2)nc2ccc(Cl)cn12,8,3,12,2.8,-4,14,-7,-3
COc1cccc(C(NC(C)=O)c2nc(-c3ccc(F)c(Cl)c3)cs2)c1 (stereo not given),3,1,-1,-1.6,-2,7,/,-4
Clc1ccc(-c2nnc(-c3ccccc3)nc2N2CCSCC2)cc1,2,4,-1,/,-7,/,-81,-7
COc1cccc(/C=N/Nc2ccc(Cl)nn2)c1OC,-9,-6,-11,2.1,/,13,10,5
O=C(NCC1CCCO1)C1CCN(S(=O)(=O)c2cc(Cl)ccc2Cl)CC1 (stereo not given),2,0,-1,-2.6,-9,3,-7,-6

# Screening results (PubChem)
